# Screens deposited in PubChem BioAssay by several laboratories.
# TLR9-MyD88 block: TLR9-MyD88 interaction inhibition | CHO BLA complementation TLR9-MyD88, CCF4 FRET ratio | inhibition, % at 4.98 µM | 340,000 compounds, 0.21% hits | AID 504734;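 active = inhibition above the mean over all tested compounds plus 3 SD, cut at about 21% in these data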;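 note: 0% = DMSO only wells and 100% = clavulanate BLA inhibitor control wells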
# NR2F2 inh: blocks human COUP-TFII nuclear receptor | 370,000 compounds, 0.7% hits | inhibition, % at 8.6 µM | HEK293T NGFI-A luciferase reporter, luminescence;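 active = inhibition above a per-plate cutoff, mean inhibition of test wells between control levels plus 3 SD, cut at about 38% in these data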;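 note: cells cotransfected with COUP-TFII expression vector driving the NGFI-A reporter; 0% = median of COUP-TF2 test wells and 100% = reporter-only cells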
# LRH-1 inv ag: inverse agonists of human LRH-1 (NR5A2) | HEK293T StAR-luciferase reporter, LRH-1 transfected, 24 h | O00482 | 360,000 compounds, 0.13% hits | inhibition, % at 3.6 µM;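 active = inhibition above the mean inhibition of all tested compounds plus 3 SD, cut at about 73% in these data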;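 note: 0% = DMSO wells and 100% = reporter-only cells lacking LRH-1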
# Target sequence (O00482 whole entry, looked up): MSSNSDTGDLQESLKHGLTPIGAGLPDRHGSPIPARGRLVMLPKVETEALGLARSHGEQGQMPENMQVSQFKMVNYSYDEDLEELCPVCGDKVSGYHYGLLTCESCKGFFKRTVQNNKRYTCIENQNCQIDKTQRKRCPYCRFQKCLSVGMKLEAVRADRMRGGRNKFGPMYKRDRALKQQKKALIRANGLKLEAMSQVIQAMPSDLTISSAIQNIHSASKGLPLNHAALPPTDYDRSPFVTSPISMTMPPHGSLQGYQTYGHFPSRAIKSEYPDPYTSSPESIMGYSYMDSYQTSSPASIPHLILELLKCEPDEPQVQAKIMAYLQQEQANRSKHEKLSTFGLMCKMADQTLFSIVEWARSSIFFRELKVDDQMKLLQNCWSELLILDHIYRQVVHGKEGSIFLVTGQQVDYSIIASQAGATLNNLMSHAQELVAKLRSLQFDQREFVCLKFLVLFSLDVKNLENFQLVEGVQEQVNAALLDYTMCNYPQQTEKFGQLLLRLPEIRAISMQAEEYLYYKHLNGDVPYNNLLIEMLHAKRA
# TWEAK-Fn14 inh: inhibitors of TWEAK-Fn14 interaction signaling; TWEAK-stimulated Fn14 reporter cells, luciferase luminescence, 8 h; AID 1159606; inhibition, % at 10 µM; 360,000 compounds, 2% hits; in the data active = inhibition above about 50%
# NCOA2 inhibitor: human SRC2 (NCOA2) inhibition; HEK293 GAL4-SRC2 luciferase reporter, luminescence; inhibition, % at 9 µM; 370,000 compounds, 0.17% hits; AID 651957;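 active = inhibition above the mean inhibition of all tested compounds plus 3 SD, set per campaign, cut at about 52% in these data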;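 note: 0% = DMSO treated cells and 100% = cells given Gossypol at 36 µM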
# NOD2 RIPK2 PPI: inhibitors of human NOD2-RIPK2 interaction; CHO BLA complementation NOD2-RIPK2, CCF4 ratio; inhibition, % at 4.98 µM; 360,000 compounds, 0.38% hits; in the data active = inhibition above about 21%;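 note: 0% = vehicle only and 100% = reference blocker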
# Target sequence (O43353 whole entry, looked up): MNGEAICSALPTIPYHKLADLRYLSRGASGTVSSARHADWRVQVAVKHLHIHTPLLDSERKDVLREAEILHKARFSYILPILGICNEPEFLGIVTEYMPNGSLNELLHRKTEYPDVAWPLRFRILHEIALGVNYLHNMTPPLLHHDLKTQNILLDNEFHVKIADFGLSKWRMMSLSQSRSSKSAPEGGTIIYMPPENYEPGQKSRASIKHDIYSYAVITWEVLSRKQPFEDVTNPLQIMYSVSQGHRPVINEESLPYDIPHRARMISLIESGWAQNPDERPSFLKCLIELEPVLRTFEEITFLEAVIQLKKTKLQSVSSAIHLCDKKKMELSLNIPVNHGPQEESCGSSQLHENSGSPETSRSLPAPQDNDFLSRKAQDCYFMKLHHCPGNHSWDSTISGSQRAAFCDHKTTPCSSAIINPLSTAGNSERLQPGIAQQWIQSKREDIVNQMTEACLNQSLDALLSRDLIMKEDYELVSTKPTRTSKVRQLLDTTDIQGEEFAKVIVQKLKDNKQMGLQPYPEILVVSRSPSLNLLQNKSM
# C8 TRAIL sens: caspase-8 TRAIL sensitization; inhibition (viability loss, TRAIL sensitization), % at 10 µM; NB7+C8 cells + TRAIL, ATPlite viability luminescence; 360,000 compounds, 1% hits;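 active = compounds causing at least 50% loss of cell viability in the single-dose screen, relative to plate controls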
# NCOA3 inh: human NCOA3 inhibition. Q9Y6Q9. HEK293 GAL4-SRC3 luciferase reporter, luminescence. inhibition, % at 3.6 µM. 360,000 compounds, 0.17% hits. AID 588352;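 active = inhibition above a per-campaign cutoff, the mean of all compounds plus 3 SD, cut at about 60% in these data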;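 note: 0% = DMSO-treated cells and 100% = gossypol-treated cells at 36 µM; higher means less SRC3-driven luciferase light from the GAL4 reporter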
# EBV LMP1 NFkB: Epstein-Barr LMP1 NF-kappaB reporter inhibition | LMP1-induced NF-kappaB luciferase reporter cells, luminescence | AID 504558 | 350,000 compounds, 0.69% hits | inhibition, % at 12.5 µM; in the data active = inhibition above about 41%;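 note: 0% = neutral control wells and 100% = reference inhibitor control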
# SRC1 inh: human NCOA1 inhibition; 360,000 compounds, 0.12% hits; AID 588354; inhibition, % at 3.6 µM; HEK293 GAL4-SRC1 luciferase reporter, luminescence;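 active = inhibition above the campaign mean plus 3 SD, with each screening campaign given its own cutoff, cut at about 60% in these data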;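 note: 0% = DMSO treated cells and 100% = gossypol at 36 µM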
# TROY signal inh: TROY signaling inhibition. 360,000 compounds, 0.98% hits. Q293 LMP1-TROYcd NF-kB luciferase reporter, 4 h. inhibition, % at 10 µM;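 active = compounds whose plate-normalised and pattern-corrected inhibition of the luciferase reporter signal at the single screening dose is 50% or more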
# The depositor's hits bear a star; x = not tested or not shown; & = joins results of further samples.
SMILES,TLR9-MyD88 block,NR2F2 inh,LRH-1 inv ag,TWEAK-Fn14 inh,NCOA2 inhibitor,NOD2 RIPK2 PPI,C8 TRAIL sens,NCOA3 inh,EBV LMP1 NFkB,SRC1 inh,TROY signal inh
CCOC(=O)N1CCN(C(=O)C2CC(=O)N(c3ccc(C)cc3)C2)CC1 (stereo not drawn),-5.2,-7.1,13.9,20.6,-9.6,-1.3,-10.0,-2.0,0.2,-6.2,-7.7
CC(C)NC(=O)C(=O)NCCCOC(C)C,5.0,-15.4,-1.0,-4.2,13.7,-11.1,5.2,7.3,-7.3,-13.1,-8.2
O=C(Cn1cnc2ccccc2c1=O)Nc1ccc2c(c1)OCCO2,-1.6,-39.3,-93.9,-12.8,-127.2,-6.8,12.9,-110.9,-39.6,-112.5,-34.9
CCC(=O)Nc1c(S(=O)(=O)c2ccc(C)cc2)c2nc3ccccc3nc2n1C(C)c1ccccc1 (stereo not drawn),-11.0,2.9,9.1,34.7,2.6,7.4,7.2,17.2,6.4,-0.7,34.5
CC(=O)Nc1ccc(NC2CCCCC2NS(=O)(=O)c2ccc(Cl)cc2)cc1 (stereo not drawn),-1.2,-7.5,-3.6,-18.4,8.7,-3.8,-0.6,15.6,-1.3,-6.5,-14.6
Cc1cccc(C(=O)N2CCCC(N3CCN(c4ccccc4F)CC3)C2)n1 (stereo not drawn),-7.8,-18.5,-3.0,-1.3,26.1,-10.6,-7.5,-0.1,-3.1,-7.8,16.8
COc1ccc(Cl)cc1NC(=O)CN(C)C(=O)C1CCN(C(=O)Nc2ccccc2)CC1,-8.4,-1.6,19.2,-3.7,4.0,-2.8,9.0,-0.9,-1.9,-3.2,-14.9
CC(=O)NCCn1c(SCC(=O)NCCC2=CCCCC2)nc2ccccc2c1=O,9.6,-0.8,29.5,3.3,-16.4,2.6,-6.8,5.0,-4.6,0.4,-0.3
Cn1c(/C(C#N)=N/O)nc2ccccc21,-1.6,-4.7,-33.7,-3.7,-41.5,1.6,-3.8,3.3,0.1,-43.8,-8.7
FC(F)Sc1ccc(NC(=S)NC2CCCC2)cc1,-1.9,-23.5,-104.6,-16.6,-34.6,-7.6,17.6,-56.4,-14.2,-69.4,-25.9
O=C1CC2(CCCCC2)Oc2ccc(F)cc21,2.6,5.5,13.4,-19.2,-16.1,-9.6,-0.4,-9.2,-10.4,-8.5,7.1
CN1C(=O)C(=O)/C(=C(/O)c2ccccc2)C1c1ccc([N+](=O)[O-])cc1 (stereo not drawn),-8.8,19.1,-9.3,-3.4,-20.8,-1.2,-2.3,-19.1,-3.1,-4.9,11.8
COCCCN1C(=O)C(CC(=O)NC2CCCCC2)CC(C(=O)N(C(C)C)C(C)C)=C1C (stereo not drawn),x,-14.0,4.1,-3.8,-3.5,-1.0,-1.9,-1.2,x,6.5,6.1
OCC1(CCc2ccccc2)CCN(Cc2cc(Cl)ccc2O)CC1,-7.9,11.1,12.2,5.2,-5.7,-0.6,-9.1,2.1,-3.8,5.6,2.9
CC1CCCN(S(=O)(=O)c2ccc(NC(=O)CN3CCN(C)CC3)cc2)C1 (stereo not drawn),-2.7,-7.6,19.2,9.4,-1.2,-1.9,23.5,7.2,-6.6,3.7,9.7
COc1cccc(CN2CCNC(=O)C2CC(=O)NC2Cc3ccccc3C2)c1 (stereo not drawn),-8.8,7.6,10.2,-3.0,-14.6,1.8,-3.9,5.8,-5.0,0.3,-3.0
CCCn1nc2cc(C(=O)NCc3ccc(OC(F)(F)F)cc3)ccc2c1OCC,3.0,1.7,9.3,-27.9,-18.1,-4.9,7.5,8.8,-13.3,0.8,-0.5
Nc1ccccc1C(=O)N(Cc1ccccc1)Cc1ccccc1,3.7,-1.3,-3.9,-23.0,-14.4,2.1,11.1,17.5,-2.0,7.0,-19.1
CC(OCC(O)CN(C)Cc1nc2ccccc2c(=O)[nH]1)c1ccc(Cl)cc1 (stereo not drawn),1.5,12.8,3.4,-0.4,-6.7,7.1,0.9,13.4,-15.4,2.0,-17.4
Cc1ccc(NC(=O)c2noc3c2CCc2ccccc2-3)cc1,3.8,-32.8,-92.4,-13.5,-41.8,1.3,3.1,-60.2,-41.9,-131.5,-38.2
COc1ccc(NS(=O)(=O)c2c(C)n(C)c(=O)n(C)c2=O)cc1,8.0,7.5,-11.7,8.6,-1.2,-0.7,-12.2,5.0,0.2,-2.6,5.7
CCCCCCSc1ccc(-c2nc3ccc(C)cn3c2NCc2ccccc2)cc1OC,3.2,0.0,1.9&19.5,-25.8&-31.1,-1.5,9.2&-7.9,28.1&14.8,-21.4,-3.7,-10.5,-26.7&-15.9
Cc1nnc2n1N=CC=C(C(C)(C)C)S2,7.3,3.2,10.9,3.5,11.0,6.8,-8.4,4.1,1.6,-20.0,7.9
O=c1[nH]c2ccccc2c2ccc(Cl)cc12,-5.9,-23.0,-10.0,-2.2,-8.8,0.6,2.5,-17.8,3.9,-1.8,-28.4
O=C(C[n+]1cc(-c2ccc(Cl)cc2)n2c1CCC2)Nc1nc(-c2ccc(F)cc2)cs1,-5.7,-7.8,-2.0,-14.7,16.5,-1.2,1.8,-6.2,0.3,11.8,-27.6
# (cont.)
SMILES,TLR9-MyD88 block,NR2F2 inh,LRH-1 inv ag,TWEAK-Fn14 inh,NCOA2 inhibitor,NOD2 RIPK2 PPI,C8 TRAIL sens,NCOA3 inh,EBV LMP1 NFkB,SRC1 inh,TROY signal inh
COc1cc(C)ccc1OCC(=O)NC1CCCCCC1,-10.8,-13.7,-63.8,-8.2,-26.8,-10.5,3.2,-62.9,-14.7,-96.1,-33.8
COc1ccc(NC(=O)COC(=O)CCSc2ccccc2)cc1,-2.0,-12.1,4.5,-24.3,-25.9,8.4,-7.6,-17.2,4.4,-6.0,-18.9
CC(C)c1ccc(NC(=O)COC(=O)CSc2nnc(N)s2)cc1,11.0,-9.9,-7.1,0.8,-0.2,-1.1,5.5,-2.9,-7.9,1.6,-3.5
CCCNS(=O)(=O)c1ccc2c(c1)n(C)c(=O)n2C,-6.8,-5.8,4.9,-10.4,-8.9,-6.9,-8.6,7.2,4.3,11.9,-34.7
Cc1cc(C)c(CSc2ncnc3nc[nH]c23)c(C)c1,-0.9,-15.0,8.0,-5.1,-31.7,-1.3,16.5,5.2,4.8,-19.5,20.9
O=C1C2C3C=CC(C3)C2C(=O)N1c1nc2ccccc2s1 (stereo not drawn),5.0,-6.5,2.3,10.9,-15.8,5.0,-7.5,-28.1,-3.1,-2.1,-59.3
CC(C)(C)S(=O)N1Cc2cn(Cc3ccccc3)c(=O)cc2[C@H]1CCO (stereo partly drawn),-7.3,1.9,-4.1,-25.0,-16.9,-5.2,-3.5,3.1,-3.0,-3.7,-1.8
COc1ccc(/C=C/C(=O)C2CC2)cc1Cn1nc(C)c([N+](=O)[O-])c1C,-3.3,-4.0,9.7,29.2,7.7,-14.8,-1.9,1.6,-7.0,-11.4,10.6
Nn1cnc2scc(-c3ccc(Cl)cc3)c2c1=O,-4.7,-27.0,-6.2,-2.8,-77.8,-7.1,-16.2,-7.5,-2.3,17.8,-5.5
C/C(=N/NS(=O)(=O)c1ccc(CC(C)C)cc1)c1ccncc1,2.1,32.6,37.9,4.4,-2.1,-2.6,14.8,28.5,16.9,13.9,-11.1
Cc1c(C(=O)N2CCOCC2)oc2ccc(Br)cc12,2.2,-27.6,-8.2,-27.0,-40.1,-10.1,8.4,-1.6,2.7,-18.6,-23.9
C/C(=N\NC(=O)c1n[nH]c2c1CCC2)c1cccs1,3.6,20.8,-77.5,95.8*,22.3,5.7,79.8*,2.6,74.1*,-42.4,62.7*
CC(Cl)C(=O)Nc1c2c(nn1-c1ccccc1)CSC2 (stereo not drawn),-1.9,-5.2,-8.0,-11.5,2.0,-1.0,-28.7,6.4,-0.3,10.3,7.7
Cc1ccc2occ(/C=N/NC(N)=S)c(=O)c2c1,6.5,3.8,-0.2,11.0,-5.0,-0.1,-2.4,26.9,-10.4,-2.6,-41.9
O=S(=O)(c1ccc(-c2cn3ccccc3n2)cc1)N1CCOCC1,0.2,11.6,-3.4,-15.9,-11.8,-11.4,19.5,-12.1,-1.6,-34.0,-18.9
O=C1CN(C(=O)COc2ccc(Br)cc2Br)c2ccccc2N1,-4.4,12.1,12.5,-7.3,4.3,-0.9,-4.1,6.9,-11.3,-30.6,-6.3
Cc1nn(C(C)(C)C)c(OC(=O)c2ccc3c(c2)OCO3)c1S(=O)(=O)c1ccccc1,-6.6,16.8,1.2,24.1,-62.4,-15.2,4.6,10.7,15.2,8.8,19.6
COc1ccc(C(=O)N2CCCC(CCC(=O)NCc3ccc(F)c(F)c3)C2)o1 (stereo not drawn),-4.0,-10.7,-13.0,-10.8,-45.1,-4.3,-3.7,4.4,-21.2,-8.8,-27.2
CCN(CC)CCOC(=O)C(c1ccccc1)C1CCCCC1 (stereo not drawn),-0.8,-0.8,-38.6,-8.8,13.9,-3.0,13.1,7.7,-2.7,-7.9,-10.6
Cc1sc2ncnc(SCC(=O)N3CCC(c4noc5ccc(F)cc45)CC3)c2c1C,12.1,16.7,-9.4,8.0,-21.6,3.2,-0.2,15.6,2.6,6.0,22.1
C/C(=N\NC(=O)c1ccccc1)c1ccc2c(c1)OCO2,0.6,-47.2,-124.9,6.4,-50.1,-11.5,12.6,-64.1,-20.6,-104.1,-49.0
Cc1ccc(Nc2ncnc3c2oc2ccccc23)cc1,-4.5,-47.0,-121.4,4.2,-67.7,-8.8,10.5,-84.9,-38.9,-91.1,-59.7
Cc1ccccc1NC(=O)C1CCC(=O)N1 (stereo not drawn),1.4,-4.9,-22.4,34.1,1.5,-8.9,-24.4,-4.2,-14.0,4.3,0.6
CCn1c(=O)c(C(=O)NNS(=O)(=O)c2ccc(Cl)cc2)c(O)c2ccccc21,-15.3,-6.0,4.8,5.6,11.7,-1.2,-6.0,9.4,7.4,5.0,40.5
COCCCNS(=O)(=O)c1cc2c3c(c1)C(C)C(=O)N3CCC2 (stereo not drawn),-4.4,7.9,-7.5,6.2,-18.7,-6.2,5.6,-7.0,-4.3,13.0,9.7
CCC(=O)N1CC23C=CC(CC2CC12CCCCC2)O3 (stereo not drawn),8.3,0.0,-4.2,-13.2,-8.2,-14.4,-0.9,19.2,-1.1,-24.9,5.0
O=C(CN1CCCC1)Nc1ccc(Br)cc1[N+](=O)[O-],1.2,-6.2,-14.8,-7.4,-41.8,6.8,1.4,-8.3,-7.8,-29.5,-2.0

# Complete entries from above:
# `Cc1nn(C(C)(C)C)c(OC(=O)c2ccc3c(c2)OCO3)c1S(=O)(=O)c1ccccc1` is listed with TLR9-MyD88 block: -6.6; NR2F2 inh: 16.8; LRH-1 inv ag: 1.2; TWEAK-Fn14 inh: 24.1; NCOA2 inhibitor: -62.4; NOD2 RIPK2 PPI: -15.2; C8 TRAIL sens: 4.6; NCOA3 inh: 10.7; EBV LMP1 NFkB: 15.2; SRC1 inh: 8.8; TROY signal inh: 19.6
# `C/C(=N\NC(=O)c1ccccc1)c1ccc2c(c1)OCO2` is listed with TLR9-MyD88 block: 0.6; NR2F2 inh: -47.2; LRH-1 inv ag: -124.9; TWEAK-Fn14 inh: 6.4; NCOA2 inhibitor: -50.1; NOD2 RIPK2 PPI: -11.5; C8 TRAIL sens: 12.6; NCOA3 inh: -64.1; EBV LMP1 NFkB: -20.6; SRC1 inh: -104.1; TROY signal inh: -49.0

# A portion of the library (hit frequency here may not be typical).
